# Source: PubChem BioAssay
# mHTT-CaM PPI inh: mutant huntingtin-calmodulin interaction inhibitors – biochemical, AlphaScreen, primary screen | P42858 | AlphaScreen His-mHTT/GST-CaM binding, luminescence | inhibition, % at 15 µM | actives 3.6% (n = 190,000) | AID 1671202, 2021;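 further: 0% = both proteins with DMSO and 100% = one protein alone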
# Pf apPOL block: Pf-apPOL inhibitors, biochemical, fluorescence; Plasmodium falciparum apicoplast DNA polymerase (apPOL); Recombinant Pf-apPOL, molecular beacon fluorescence, 1.5 h; inhibition, % at 10 µM; actives 0.25% (n = 210,000)
# * marks the source's active call; other numbers are inactive results; . = not tested or not shown; & = joins results of further samples. No stated cut-off is given here; in the data, active means inhibition above about 50%; inactive means the rest. Compounds as they come. About 3.5% of those tested had a hit in this group.
SMILES,mHTT-CaM PPI inh,Pf apPOL block
CC(C)C1N(S(=O)(=O)c2ccccc2)CCN1S(=O)(=O)c1ccccc1,-2,0
Nc1ccccc1-c1nnc(SCc2ccccc2F)[nH]c1=O,6,-3
NC1=NC(c2ccc(Cl)cc2)C(C(=O)c2ccccc2)N1 (stereo not drawn),.,-5
CCn1cnc2c1c(=O)n(CCC(C)C)c(=O)n2-c1cccc(Cl)c1,3,-2
COc1cccc(/C=C2/N=C(c3ccccc3)OC2=O)c1OC,3,-2
O=[N+]([O-])c1ccc(N2CCCCCC2)nc1,5,99*
O=C1OC(c2ccc(F)cc2)=N/C1=C\c1cccc(F)c1,7,5
O=C(CSCc1ccccc1)N1CC(c2nc3ccccc3[nH]2)C1,-5,-13
CCC(C)NC(=O)CNc1ccccc1-c1nc2ccccc2[nH]c1=O (stereo not drawn),-8,-2
COc1cccc(OC)c1C(=O)Oc1ccc2c(c1)OC(=Cc1ccc3c(c1)OCO3)C2=O,5,-5
O=C(CNc1cc(C(F)(F)F)cc(C(F)(F)F)c1)c1ccc(Cl)cc1,.,-7
Nc1nc(=S)ss1,-2,.
Cc1ccc(S(=O)(=O)N2CCN(C(=O)CN3CCN(C)CC3)C2C(C)C)cc1 (stereo not drawn),-4,-9
COC(=O)COc1ccc2c(=O)c(-c3ccc(OC)cc3)coc2c1,2,-8
CCC(C(=O)N1CCCC1)c1ccccc1 (stereo not drawn),-1,-7
OC(CN1CCN(c2ccc(Cl)cc2)CC1)c1ccc2c(c1)CCN2 (stereo not drawn),0,-6
COc1ccc(N=Cc2cc(Br)ccc2O)c(OC)c1,16,6
O=C(Cc1ccc(Cl)cc1)NC1CC1,-4,8
CCc1onc(C)c1C1CCCN1Cc1cn[nH]c1-c1cc(OC)ccc1OC (stereo not drawn),12,-2
Cc1cccc(-n2nc3c(c2NC(=O)c2ccco2)CS(=O)C3)c1C (stereo not drawn),-1,-56
O=C(Nc1cc(-c2ccccn2)no1)c1nccc2ccccc12,0,-7
COc1ccccc1Oc1c(C)oc2cc(OCC(=O)OCc3ccccc3)ccc2c1=O,2,-11
Cc1sc2ccn(C)c(=O)c2c1C(=O)N1CCN(c2ccccc2F)CC1,16,0
COc1ccc(OC)c(Nc2ncc3c(n2)CCN(Cc2cccc(F)c2)C3)c1,-3,-5
COC(=O)c1sc(NC(=O)c2ccc3c(c2)OCCO3)c(C(=O)OC)c1C,-4,-3
COc1ccc(C2=NN(S(C)(=O)=O)C(c3cc4cc(OC)ccc4nc3Cl)C2)cc1 (stereo not drawn),23,-5
O=C(Nc1ccc(F)cc1F)N1CCC(n2cnc3ccc(Cl)cc3c2=O)CC1,-5,0
N#CCCn1nc(-c2ccccc2)cc1-c1ccccc1,-22,4
COc1cc(C)c(/C=C2\NC(=O)N(Cc3ccccc3F)C2=O)cc1C(C)C,-6,1
CCCCNC(=O)C1CCCN(c2nnc3ccc(Cl)cn23)C1 (stereo not drawn),-1,-8
Cc1ccc(S(=O)(=O)NCCC2CCN(C(=O)c3ccc(F)cc3)CC2)cc1C,30,-3
Cc1ccnc(N2CCCC(C(=O)N3CCN(c4ccc(F)cc4)CC3)C2)n1 (stereo not drawn),30,-4
C[C@H]1[C@H](NC(=O)c2ccc(Cl)c(Cl)c2)CC[C@@]23CCCN2C(=O)CCC[C@@H]13,22,-2
COC(=O)c1ccccc1S(=O)(=O)Cc1ccc(OC)c(OC)c1,.,3
CC1C/C(=C\c2ccncc2)C(=O)/C(=C/c2ccncc2)C1 (stereo not drawn),8,0
CCN(CC)C(=O)C1=C(C)Nc2nc3ccccc3n2C1c1ccc(Cl)cc1 (stereo not drawn),5,-6

# Exported with values under each structure: entries from further up.
# Every second line gives: mHTT-CaM PPI inh	Pf apPOL block
Cc1cccc(-n2nc3c(c2NC(=O)c2ccco2)CS(=O)C3)c1C (stereo not drawn)
    -1	-56
O=C(Nc1cc(-c2ccccn2)no1)c1nccc2ccccc12
    0	-7
COc1ccccc1Oc1c(C)oc2cc(OCC(=O)OCc3ccccc3)ccc2c1=O
    2	-11
Cc1sc2ccn(C)c(=O)c2c1C(=O)N1CCN(c2ccccc2F)CC1
    16	0
COc1ccc(OC)c(Nc2ncc3c(n2)CCN(Cc2cccc(F)c2)C3)c1
    -3	-5
COC(=O)c1sc(NC(=O)c2ccc3c(c2)OCCO3)c(C(=O)OC)c1C
    -4	-3
COc1ccc(C2=NN(S(C)(=O)=O)C(c3cc4cc(OC)ccc4nc3Cl)C2)cc1 (stereo not drawn)
    23	-5
O=C(Nc1ccc(F)cc1F)N1CCC(n2cnc3ccc(Cl)cc3c2=O)CC1
    -5	0
N#CCCn1nc(-c2ccccc2)cc1-c1ccccc1
    -22	4
COc1cc(C)c(/C=C2\NC(=O)N(Cc3ccccc3F)C2=O)cc1C(C)C
    -6	1
CCCCNC(=O)C1CCCN(c2nnc3ccc(Cl)cn23)C1 (stereo not drawn)
    -1	-8
Cc1ccc(S(=O)(=O)NCCC2CCN(C(=O)c3ccc(F)cc3)CC2)cc1C
    30	-3
Cc1ccnc(N2CCCC(C(=O)N3CCN(c4ccc(F)cc4)CC3)C2)n1 (stereo not drawn)
    30	-4
C[C@H]1[C@H](NC(=O)c2ccc(Cl)c(Cl)c2)CC[C@@]23CCCN2C(=O)CCC[C@@H]13
    22	-2
COC(=O)c1ccccc1S(=O)(=O)Cc1ccc(OC)c(OC)c1
    .	3
CC1C/C(=C\c2ccncc2)C(=O)/C(=C/c2ccncc2)C1 (stereo not drawn)
    8	0
CCN(CC)C(=O)C1=C(C)Nc2nc3ccccc3n2C1c1ccc(Cl)cc1 (stereo not drawn)
    5	-6

# Next structures:
SMILES,mHTT-CaM PPI inh,Pf apPOL block
O=C(CN(Cc1ccccc1)S(=O)(=O)c1ccc(Br)cc1)NCc1ccccn1,3&17,-2&-1
CCn1cc(-c2ccc(C)cc2)cc1C(=O)NCCOC,3,-12
CCn1cc2c3c(cccc31)CN(C(=O)C(C)C)CC2,19,-6
O=C(NCc1ccco1)N1CCC(Nc2cccnc2)C1 (stereo not drawn),-1,-5
Cc1cc(C)c(S(=O)(=O)Nc2ncccc2C)c(C)c1,2,100*
CCCn1ncc(N2CCC(C(=O)NCCCN3CCOCC3)CC2)cc1=O,-3,-6
Cc1nc(-c2ccccc2)sc1CCNC(=O)C(=O)Nc1ccc2c(c1)OCO2,-6,-5
CC(=O)C(Cc1ccc([N+](=O)[O-])cc1)(Cc1c(F)cccc1Cl)C(C)=O,.,0
COc1ccc(C)cc1NS(=O)(=O)c1ccc2c(c1)CCN2C(=O)C1CC1,8,-4
CN1C(=O)c2ccccc2C(C(=O)N2CCCC2)C1c1c[nH]c2ccccc12 (stereo not drawn),8,0
CCOc1ccccc1C1CC(c2ccc(I)cc2)Nc2ncnn21 (stereo not drawn),54*,10
CCOCC(=O)N1CCc2c(c(-c3nc(-c4cccc(F)c4)no3)nn2C)C1,21,-2
CC(=O)NC1(C(Cl)(Cl)Cl)Oc2ccc(Cl)cc2O1 (stereo not drawn),1,-28
COc1ccc2c(=O)c(-c3ccccc3)c(C)oc2c1OC,4,-4
CCN(CC)S(=O)(=O)c1cc(Cl)c(OC)cc1Cl,-2,-5
CCN1CCN(C2CCN(C(=O)c3ccc(Cl)cc3)CC2)C1=O,4,-1
N#CC1=C(N)Oc2cc(O)ccc2C1c1ccc(F)cc1 (stereo not drawn),1,-2
CCN(CC)S(=O)(=O)c1ccc(C(=O)NCC(C)(O)COC)cc1 (stereo not drawn),-21,-6
O=C(COc1cccc2ccc(N3CCOCC3)nc12)Nc1ccc(OC(F)(F)F)cc1,-7,1
O=C(O)c1ccccc1Sc1ccccc1S(=O)(=O)NC12CC3CC(CC(C3)C1)C2,.,9
COc1ccc(N2CCN(Cc3ccc(F)cc3)C(C)C2=O)c(OC)c1 (stereo not drawn),17,-1
O=C(NCCCN1CCOCC1)c1cc(-c2ccc(Br)cc2)on1,-5,-6
Cn1c(=O)c(N2CCN(C(=O)CCc3ccccc3)CC2)nc2ccncc21,12,4
CCCN1CCN(c2ncc3c(n2)CCN(Cc2ccccc2C)C3)CC1,12,1
COc1ccccc1-c1noc(C2CCCN2C(=O)c2ccccn2)n1 (stereo not drawn),-5,-3
COc1ccc(C=C2Oc3c(ccc4c3CN(C3CCS(=O)(=O)C3)CO4)C2=O)cc1 (stereo not drawn),15,0
CSC(Nc1nc(C)cc(C)n1)(NS(=O)(=O)c1ccccc1Cl)C(C#N)C#N (stereo not drawn),18,0
Cc1cc(OCC(=O)NN)c(C(C)C)cc1Br,4,3
O=C(/C=C/c1ccc(-c2ccc(Cl)cc2)o1)c1ccco1,58*,-4
COc1cc(COCC(O)CN2CCN(c3ccccc3F)CC2)cc(OC)c1OC (stereo not drawn),31,-3
O=C(O)C1CCCCC1C(=O)Nc1nccs1 (stereo not drawn),1,7
CCOc1ccc(CNC(=O)C2CCN(c3cc(=O)n(C)c(=O)n3C)CC2)cc1,30,-5
Cn1nc(-c2ccc(C=NNC(=O)c3ccc(Cl)cc3Cl)s2)cc1C(F)(F)F,.,-5
CCOc1cccc2cc(C(N)=O)c(=Nc3ccc(-c4ccccc4)cc3)oc12,0,-2
O=C(CCOc1ccccc1)Nc1ncc(S(=O)(=O)c2ccc([N+](=O)[O-])cc2)s1,-1,-1
Cc1ccsc1/C=C1\N=C(c2ccc([N+](=O)[O-])cc2)OC1=O,5,-1
O=C1C2CCCCC2C(=O)N1CNc1ccc(F)cc1 (stereo not drawn),-6,-1
COc1cccc(-c2nc(C3CCN(C(=O)c4ccccc4F)CC3)no2)c1,-4,0
Cc1cc(OCC(=O)NCc2ccccc2Br)nc(N2CCCCC2)n1,-10,-2
O=C(Nc1cc(-c2cccnc2)no1)c1ccc2ccccc2n1,-14,0
N#Cc1c(N)nc2c(c1-c1ccc3c(c1)OCO3)CCCCC2,-7,-2
COc1cc(C2C=C(c3ccc(F)cc3)Nc3nnnn32)ccc1OC(F)F (stereo not drawn),-2,-5
O=C(c1ccccc1)N1CCc2sc(C(=O)N3CCCCC3)cc2C1,-11,-2
O=C(Cc1ccc([N+](=O)[O-])cc1)NCc1ccc2c(c1)OCO2,2,-7
COc1ncccc1CNC(=O)NC1CCCCC1,-3,-1
CS(=O)(=O)Nc1cccc(NC(=O)c2ccc(N3CCCC3)nn2)c1,-20,-2
COc1ccccc1NC(=O)OC[C@@H]1CSCCS(=O)(=O)N1,-5,-8
Cc1cccc(N=c2oc3c(C)ncc(CO)c3cc2C(=O)Nc2ccccc2)c1,1,3
Cc1c(CN2CCCC(c3nncn3-c3ccccc3)C2)cnn1C (stereo not drawn),-2,2
CNC(=O)C1CN(C(=O)Nc2ccc(C(F)(F)F)cc2)CC12CCCC2 (stereo not drawn),-5,-6
Cc1ccccc1N1CCN(C(=O)C2CCCN(c3cnn(C)c(=O)c3)C2)CC1 (stereo not drawn),3,-3
O=C(NCCN1CCCC1=O)c1ccccc1,-6,-5
CCOC(=O)C1CCCN(CC(O)COC2CC3CCC2(C)C3(C)C)C1 (stereo not drawn),7,-8
Cc1cc(C)n(C(=O)CNC(=O)COc2ccccc2C)n1,1,1
Cn1nc(CNC(=O)c2ccc3c(c2)OCO3)c2ccccc21,-4,-7
O=C(CCN1C(=O)C(=Cc2ccccc2)SC1=S)OC1CCCCC1,2,1
CC(C)N1CCN(C(=O)C2c3ccccc3CCN2C(=O)C2CC2)CC1 (stereo not drawn),-11,-2
COc1cccc(/C=c2\sc3n(c2=O)CN(c2cccc(Br)c2)CN=3)c1,-3,-3
O=C(NCc1ccc(F)cc1Cl)C1CCCN(c2cn[nH]c(=O)c2)C1 (stereo not drawn),0,0
CC(C)C(=O)N1CCN(c2ccc(F)cc2F)C(=O)C1C (stereo not drawn),3,-2

# More structures follow:
SMILES,mHTT-CaM PPI inh,Pf apPOL block
Cc1oc(C2CCC2)nc1C(=O)N1CCCN(C)CC1,0,3
O=C(Nc1ccccc1)OCCOc1cccc(F)c1,-28,-1
O=S(=O)(c1ccc(Br)cc1)N1CCC(c2noc(-c3ccccc3)n2)CC1,-3,-3
O=C(c1ccc2ccccc2n1)N1CCC2(CC1)NC(=O)N(Cc1ccccc1)C2=O,13,-1
O=C(Nc1nnc(COc2ccccc2)o1)C1=COCCO1,26,-4
CC(C)(C)N=C1Nc2ccccc2NC12CCCN(C(=O)NCc1ccco1)C2 (stereo not drawn),30,4
CC(=O)CC1(O)C(=O)N(CCC(C)C)c2c(C)cccc21 (stereo not drawn),0,-7
O=S(=O)(CCSc1ccccc1)c1ccc(Cl)cc1,.,8
O=c1c(-c2nc(-c3ccc(C(F)(F)F)cc3)no2)cnc2n1CCS2,.,-5
C[n+]1c2cc(N)ccc2cc2ccc(N)cc21,15,.
COc1ccc(-c2ccc(CN3C(C(C)C)C(=O)N(Cc4cn(CCC5OCCO5)nn4)CCS3(=O)=O)cc2)cc1OC (stereo not drawn),49,8
CCOc1ccc(NC(=O)C2CCCN(C(=O)Cc3cccc4ccccc34)C2)cc1 (stereo not drawn),-3,-2
CC1(C(=O)NCc2ccc(F)cc2)CCCN(S(=O)(=O)c2cccc3nsnc23)C1 (stereo not drawn),8,-2
COc1ccc2nc(NS(=O)(=O)c3ccc(Cl)cc3)sc2c1,2,-3
Cc1ccc(C(=O)N2CCCC(COc3cccc(C(=O)N4CCCC4)c3)C2)s1 (stereo not drawn),11,-3
CNc1ccc(Cl)cc1C(=O)NC1CC(C)CC(C)(C)C1 (stereo not drawn),.,-7&-4
Cc1onc(-c2ccccc2)c1C(=O)NC1CCCCC1,-2,-4
O=S(=O)(NCC(O)C1CCCCC1)c1cccc(C(F)(F)F)c1 (stereo not drawn),-18,-8
CSc1ccc(CNC(=O)c2cn3cccc(C)c3n2)cc1,-10,0
CCOc1ccc(NC(=O)CN2C(=O)C(c3ccccc3)=NC23CCCCC3)cc1,9,-7
Clc1ccc(SCc2ccc(-c3nc4ccccc4[nH]3)cc2)cc1,.,-9
CCSc1nnc(NC(=O)C2CC2)s1,2,3
O=C(NCC12CC3CC(C1)CC(CNC(=O)c1ccc(F)cc1)(C3)C2)c1ccc(F)cc1,-2,-10
CCCCN(C)S(=O)(=O)c1ccc(C(=O)Nc2nnc(-c3ccccc3Cl)o2)cc1,17,-64
